CHRM5 antagonist: human M5 muscarinic receptor antagonists, primary screen, CHO cells, Fluo-8 calcium fluorescence; Muscarinic acetylcholine receptor M5 (Homo sapiens), P08912; CHO-hM5 cells, ACh EC80; inhibition, % at 3 µM; 0.59% of 360,000 active;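 active means inhibition above a per-plate cutoff, the mean of that plate's test compounds plus 3 SD, cut at about 27% in these data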;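 further: 0% = acetylcholine EC80 with DMSO and 100% = DMSO without agonist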
Target sequence (P08912 whole entry, looked up): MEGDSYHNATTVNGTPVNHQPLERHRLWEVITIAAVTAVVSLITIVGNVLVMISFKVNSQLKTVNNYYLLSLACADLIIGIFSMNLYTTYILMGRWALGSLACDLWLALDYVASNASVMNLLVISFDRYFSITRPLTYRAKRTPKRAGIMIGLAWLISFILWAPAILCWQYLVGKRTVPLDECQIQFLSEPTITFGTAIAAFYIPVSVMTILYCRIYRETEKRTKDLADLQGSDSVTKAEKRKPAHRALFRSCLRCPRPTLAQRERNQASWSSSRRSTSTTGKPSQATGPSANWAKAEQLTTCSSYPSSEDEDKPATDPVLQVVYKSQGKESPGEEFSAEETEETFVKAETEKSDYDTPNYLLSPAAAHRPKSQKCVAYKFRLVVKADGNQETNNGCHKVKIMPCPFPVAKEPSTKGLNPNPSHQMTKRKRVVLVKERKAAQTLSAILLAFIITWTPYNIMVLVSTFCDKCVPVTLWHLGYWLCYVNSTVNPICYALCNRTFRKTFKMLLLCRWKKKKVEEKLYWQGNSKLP
M4 antag: human M4 muscarinic receptor antagonists, primary screen, CHO cells, Fluo-8 calcium fluorescence; CHO-hM4 cells, ACh EC80; inhibition, % at 3 µM; 0.73% of 360,000 active; AID 624125, 2012;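 active means inhibition above its plate's cutoff, the mean inhibition of sample wells plus 3 SD, cut at about 27% in these data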;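 further: 0% = acetylcholine EC80 with DMSO and 100% = DMSO without agonist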
Target sequence (P08173 whole entry, looked up): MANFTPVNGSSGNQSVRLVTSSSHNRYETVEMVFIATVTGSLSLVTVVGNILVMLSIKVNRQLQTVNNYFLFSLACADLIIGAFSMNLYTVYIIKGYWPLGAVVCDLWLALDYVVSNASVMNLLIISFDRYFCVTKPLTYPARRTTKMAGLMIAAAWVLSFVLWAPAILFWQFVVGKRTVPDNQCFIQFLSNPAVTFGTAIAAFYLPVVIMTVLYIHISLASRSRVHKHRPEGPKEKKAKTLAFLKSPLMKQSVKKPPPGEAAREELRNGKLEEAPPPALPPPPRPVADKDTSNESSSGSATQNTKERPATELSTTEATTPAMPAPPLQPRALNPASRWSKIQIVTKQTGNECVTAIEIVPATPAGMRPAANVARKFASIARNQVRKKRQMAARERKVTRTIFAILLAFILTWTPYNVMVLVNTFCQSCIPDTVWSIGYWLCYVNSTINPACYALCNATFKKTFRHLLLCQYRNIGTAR
CRFBP-R2 agonist: agonists of CRF-BP/CRF-R2 complex, primary screen, cell-based, HEK293, calcium dye fluorescence, uHTS; calcium dye fluorescence (FLIPR); percent of saturating CRF peptide response; activation, % at 13.2 µM; 0.46% of 350,000 active; AID 588473, 2011;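 active means activation of at least 50%, plus an integration ratio under a set limit after plate pattern correction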;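 further: plate controls were neutral control wells without compound for no effect and CRF at EC100 for full effect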
CHRM4 agonist: human M4 muscarinic receptor agonists, primary screen, CHO-K1 cells, Fluo-8 calcium fluorescence. activation, % at 3 µM. CHO-K1 hM4/Gqi5; vehicle 0%, full acetylcholine response 100%. 0.14% of 360,000 active. Muscarinic acetylcholine receptor M4 (Homo sapiens), P08173;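 active means activation above the run mean over all test wells plus 3 SD, cut at about 32% in these data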;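 further: peak over basal fluorescence ratio per well then scaled between controls; 0% = DMSO wells and 100% = acetylcholine at EC100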
M5 PAM: human M5 muscarinic receptor positive allosteric modulators, primary screen, CHO-K1 cells, Fluo-8 calcium fluorescence; CHO-K1 hM5, ACh EC20 PAM; 0% = ACh EC20, 100% = ACh EC100; 0.3% of 360,000 active; activation, % at 3 µM; Muscarinic acetylcholine receptor M5 (Homo sapiens), P08912;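 active means activation above the run cutoff, the mean activation of all test compounds plus 3 SD, cut at about 18% in these data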
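System – CHO-K1 hM5 cells · Compound – 3 µM, single dose · Incubation – compound preincubation 140 s before EC20 acetylcholine addition · Technique – Fluo-8 calcium fluorescence · Measure – Max/basal fluorescence ratio as % of EC20–EC100 ACh window · Benchmarks – low control EC20 acetylcholine (0%), high control EC100 acetylcholine (100%) · Replication – singlicate, one well per test compound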
M5 ag: human M5 muscarinic receptor agonists, primary screen, CHO-K1 cells, Fluo-8 calcium fluorescence; CHO-K1 hM5 cells; 0% DMSO wells, 100% maximal acetylcholine response; activation, % at 3 µM; Muscarinic acetylcholine receptor M5 (Homo sapiens), P08912; 0.19% of 360,000 active;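 active means activation above the run's mean over test compounds plus 3 SD, cut at about 23% in these data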;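 further: signal is peak over basal fluorescence ratio across the kinetic read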
CHRM4 PAM: human M4 muscarinic receptor positive allosteric modulators, primary screen, CHO-K1 cells, Fluo-8 calcium fluorescence | AID 624126, 2012 | activation, % at 3 µM | Muscarinic acetylcholine receptor M4 (Homo sapiens), P08173 | 0.4% of 360,000 active | CHO-K1 hM4/Gqi5, ACh EC20; 0% = ACh EC20, 100% = maximal ACh;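 active means activation above its plate's cutoff, the mean activation of sample wells plus 3 SD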; further: some results filed as inactive read as strong as hits
CRFBP-R2 block: antagonists of CRF-BP/CRF-R2 complex, primary screen, cell-based, HEK293, calcium dye fluorescence, uHTS | 0.59% of 350,000 active | CRF-induced calcium fluorescence | inhibition, % at 11.8 µM;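 active means inhibition of the ligand-induced calcium signal above about 50% at the single tested concentration, limit read from the data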
IDE inh: human IDE inhibitors in live cells, primary screen, fluorescence polarization, HEK cells, FAbetaB substrate. Insulin-degrading enzyme (Homo sapiens), P14735. FAbetaB cleavage. inhibition, % at 5.59 µM. 0.41% of 320,000 active;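 active means percent inhibition above the average of all tested compounds plus 3 SD, set per screening campaign, cut at about 16% in these data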;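 further: IDE supplied by intact live HEK cells; FP after avidin binding of uncleaved biotin substrate so inhibition keeps polarization high; 0% = DMSO wells and 100% = 60 µM reference IDE inhibitor Ii1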
* hit, by the source's call; nt = no result given.

CHRM5 antagonist	M4 antag	CRFBP-R2 agonist	CHRM4 agonist	M5 PAM	M5 ag	CHRM4 PAM	CRFBP-R2 block	IDE inh	canonical_smiles
6	0	1.0	3	-8	3	-7	8	4	Cc1nn(C)c(C)c1CN(C)C(=O)c1cc2n(n1)C(C(F)(F)F)CC(c1cccs1)N2 (stereo not given)
-9	-5	1.5	1	6	1	0	-2	2	Fc1ccc(C(CNC(=S)NC2CCCCC2)N2CCOCC2)cc1 (stereo not given)
-5	4	-1.0	0	1	2	0	-12	-1	Cc1cccc(N2CCN(S(=O)(=O)c3ccc(S(=O)(=O)N4CCCC4)cc3)CC2)c1C
4	-10	9.5	1	6	-10	6	8	4	Cc1ccccc1NC(=S)N(Cc1ccccc1)Cc1cccnc1
14	2	-0.7	8	-12	1	-5	-2	0	C=CC[C@H](CC(=O)NCCO)C(=O)N[C@@H](COC(=O)[C@@H](CC=C)Cc1ccc(F)cc1)Cc1ccccc1
3	1	9.1	1	1	1	-7	6	6	Cc1nnc(SCC(=O)N2CCN(Cc3ccccc3)CC2)s1
-4	-18	0.4	13	-11	-5	1	-14	2	CC(=O)c1ccc(NC(=O)c2c(C)nn(-c3ccccc3)c2Cl)cc1
10	-24	-0.3	1	1	-3	16	-24	0	COc1ccc(-c2nc(N3CCN(C)CC3)sc2-c2ccc(OC)cc2)cc1
21	4	-1.4	1	-8	-3	-5	16	-2	Cn1c(=O)c(=O)n(C)c2cc(N3CCCC3)c(NS(=O)(=O)c3ccc(F)cc3)cc21
5	-9	-1.6	2	-6	0	3	-8	-3	CC(C)C(NS(=O)(=O)c1cccs1)C(=O)N(C)Cc1ccccc1 (stereo not given)
23	3	0.1	5	-2	0	-7	-1	0	O=C(N/N=C/c1ccc(OC(=O)c2cccc(Br)c2)cc1)c1cccnc1
3	-3	-2.5	2	8	2	8	-22	7	Cc1nnc(C)n1N
-7	3	0.8	0	4	0	5	11	-1	Cc1ccc(-c2nc3ccccc3o2)cc1NC(=S)NC(=O)c1cccs1
-14	-11	1.3	-1	12	5	13	0	-2	CCCc1ccc(Oc2cc(NN3CCCCC3)c([N+](=O)[O-])cc2[N+](=O)[O-])cc1
2	-3	-1.1	1	-5	-4	-5	4	1	O=C(CCN1C(=O)/C(=C/c2ccc(Cl)cc2)SC1=S)Nc1ccc(C(=O)O)cc1
1	1	-0.3	0	2	1	0	-21	4	CC1CCN(c2nc3c(c(=O)[nH]c(=O)n3C)n2CCCc2ccccc2)CC1
7	-13	-2.0	5	-3	-2	-2	-4	3	COc1ccc(N/C=C(\C#N)S(=O)(=O)c2ccc(OC)cc2)cc1
1	6	-0.8	0	1	3	1	1	-1	O=C(CC1Oc2ccccc2NC1=O)NCCCN1CCCC1=O (stereo not given)
6	20	-1.2	1	1	-2	0	97*	-5	CCn1nc(C)cc1-c1nnc(Sc2ncc([N+](=O)[O-])s2)n1C
2	2	-0.7	1	1	-3	-1	2	2	CCS(=O)(=O)Nc1ccccc1C(N)=O
-11	-21	nt	-1	-2	1	14	nt	nt	Cc1cc(C)n2c(NCc3ccccc3)c(CCc3ccccc3)nc2n1
-2	-10	2.1	1	19*	0	11	10	-7	O=C(CN1C(=O)CCC1=O)Nc1cccc(NC(=O)CN2C(=O)CCC2=O)c1
10	1	-0.4	0	-7	3	2	-12	4	Cc1ccc(S(=O)(=O)N2CCCCC2)cc1NC(=O)CSc1ncccn1
-12	-12	1.5	1	0	1	8	7	1	COc1ccc(OCc2n[nH]c(=S)o2)cc1
-9	-39	-1.2	3	4	0	5	-5	nt	O=C(C1CCCCC1)N1C[C@@H](n2cc(C3CC3)nn2)[C@H](O)C[C@@H]1c1ccc(Cl)cc1
9	5	0.9	0	-5	-5	1	-16	7	CCCNC(=O)c1cnc(-c2ccccc2)nc1-c1ccccc1
0	-4	-1.8	1	-10	-4	-7	13	1	CC1CCN(CCCNC(=O)c2coc3nc4ccccc4nc23)CC1
-9	3	0.6	1	4	8	8	9	5	O=C(CN1CCOCC1)Nc1cccc(C(F)(F)F)c1
13	6	1.2	2	-3	-3	6	54*	-2	Cc1ccccc1NS(=O)(=O)c1ccc(C)c(C(=O)N2CCOCC2)c1
3	7	-0.9	1	-4	0	-1	16	0	CC1(C)Cc2nc3[nH]c(=S)n(-c4ccccc4)c(=O)c3cc2CO1
10	5	0.7	1	0	-2	-2	-3	-4	O=C(CC1C(=O)NCCN1Cc1ccc(-c2ccccc2)cc1)NCCc1ccccn1 (stereo not given)
-4	-9	2.5	1	5	-2	5	-7	3	Cc1onc(-c2ccccc2)c1C(=O)NC(=S)Nc1sc2c(c1C#N)CCC(C)C2 (stereo not given)
3	0	1.0	1	-9	6	-2	4	nt	Cc1c(C(=O)O)sc(S(=O)(=O)N2CCN(C(=O)CC(C)c3ccccc3)CC2)c1C(=O)O (stereo not given)
2	14	0.1	-1	-6	-5	-12	-20	-4	COc1ccc(/C=N/NC(=O)c2ccc(Cl)cc2Cl)cc1COC(C)=O
6	3	nt	13	-10	0	-4	nt	nt	CCCCOCCCNC(=O)C[C@@H]1C[C@@]2(C(=O)OC)CCCCC=C2N(CCC2=CCCCC2)C1=O
4	-10	-0.5	2	4	1	10	-18	5	Cc1c(C)c2c(OCC(=O)NCC(O)c3ccccc3)cc3c(c2oc1=O)CCC(C)(C)O3 (stereo not given)
3	-7	nt	13	-6	1	-1	nt	nt	CSCCC(c1nc2ccccc2[nH]1)n1c(-c2ccc3ncccc3c2)nc2ccccc21 (stereo not given)
13	9	3.6	1	-10	-8	-12	2	-1	CCn1ccnc1CNC(=O)c1ccc2oc(C(C)C)nc2c1
-10	-5	-1.6	1	19*	-2	6	-8	4	NC(=O)c1cccc2c(=O)oc3ccccc3c12
-2	-9	-1.6	3	7	6	9	10	1	CCc1cc(C(=O)N2CCCC(CNS(=O)(=O)c3cccs3)C2)n(C)n1 (stereo not given)
-13	-2	0.5	0	-1	-1	-5	-3	3	C[C@H](CO)N1C[C@H](C)[C@@H](CN(C)S(=O)(=O)c2cccs2)Oc2ccc(NC(=O)Cn3cnnn3)cc2C1=O
-3	-16	0.7	0	3	-3	2	5	4	Cc1cccc(C(=O)Nc2ccc3c(c2)ncn3C)c1
20	-11	-1.9	2	-13	-5	3	0	7	COc1ccc(N(C(=O)c2ccccc2C)S(=O)(=O)c2cccs2)cc1
-3	11	-0.8	1	2	-1	1	15	6	COc1ccc(/C=C2/SC(=O)N(CCNC(=O)C3COc4ccccc4O3)C2=O)cc1 (stereo not given)
-5	-13	1.4	-2	-6	0	3	4	1	CN1OC(COC(=O)c2ccc(Cl)cc2)CC1c1ccccc1 (stereo not given)
-2	-6	nt	5	-1	3	8	nt	nt	COc1ccc(C(O)c2nc(-c3cccc(O)c3)cs2)cc1 (stereo not given)
23	5	-1.2	2	-8	-4	-4	-16	0	N#C/C(=C\c1ccc(OCCN2CCOCC2)cc1)C(=O)Nc1ccccc1
-3	2	-1.6	1	4	-2	-1	13	-3	CCn1c(SCC(=O)NCCOC)nc2sc3c(c2c1=O)CCCC3
7	-7	-4.6	0	-2	-3	5	6	1	COc1ccc(OC)c(NC(=O)COC(=O)CC2CCCCC2)c1
9	8	-4.3	1	0	-1	2	-19	0	O=C(N/N=C/c1ccncc1)c1cccs1
-9	-8	nt	3	0	5	6	nt	nt	CCC(C(=O)Nc1c(C)cccc1C)n1c(-c2ccc(=O)[nH]c2)nc2ccccc21 (stereo not given)
3	4	0.3	14	-7	10	-8	-13	0	CC(=O)N1CCSc2ccc(S(=O)(=O)NCCc3cccc(C)c3)cc21
3	2	nt	1	4	2	0	nt	nt	CCC(c1nc2ccccc2[nH]1)N(C(=O)C1=NNC(=O)CC1)c1ccccc1 (stereo not given)
7	14	-1.9	0	-1	-1	-5	2	4	CCCCSc1nnc(-c2ccc(NC(=O)CCc3ccccc3)cc2)n1C
1	-3	1.5	2	0	6	4	1	-2	COc1cc([C@H]2c3[nH]c4ccccc4c3C[C@H]3C(=O)N4[C@@H](c5cc(OC)c(OC)c(OC)c5)c5[nH]c6ccccc6c5C[C@H]4C(=O)N23)cc(OC)c1OC
-3	-7	-1.8	1	9	6	0	1	1	COc1ccc(CCNC(=O)c2ccc(Cl)cc2)cc1OC
-16	-4	3.5	-2	0	-5	-6	13	-2	O=c1c2ccccc2n(Cc2cccc(F)c2)c(=O)n1C1CCCC1
0	-2	2.4	1	1	1	6	23	2	O=C(OCc1csc(-c2ccccc2)n1)c1cccs1
-4	-10	-1.5	2	-2	0	1	3	nt	CSCCC(NC(=O)c1ccccc1Cl)C(=O)Nc1ccncc1 (stereo not given)
2	-13	-4.7	-2	-6	-4	14	-17	9	c1ccc2c(-c3nc4ncccc4o3)cccc2c1

By substructure: the entries above with a CF3 group
CHRM5 antagonist	M4 antag	CRFBP-R2 agonist	CHRM4 agonist	M5 PAM	M5 ag	CHRM4 PAM	CRFBP-R2 block	IDE inh	canonical_smiles
6	0	1.0	3	-8	3	-7	8	4	Cc1nn(C)c(C)c1CN(C)C(=O)c1cc2n(n1)C(C(F)(F)F)CC(c1cccs1)N2 (stereo not given)
-9	3	0.6	1	4	8	8	9	5	O=C(CN1CCOCC1)Nc1cccc(C(F)(F)F)c1

More records follow:
CHRM5 antagonist	M4 antag	CRFBP-R2 agonist	CHRM4 agonist	M5 PAM	M5 ag	CHRM4 PAM	CRFBP-R2 block	IDE inh	canonical_smiles
-11	7	-1.9	1	1	-2	-3	1	-2	CC(=O)Nc1cccc(NC(=O)c2csc(C)c2)c1
-6	-2	-2.0	0	8	-2	10	-1	2	CC1CCCCN1Cc1ccc(-c2nn[nH]n2)cc1 (stereo not given)
2	0	3.2	3	6	5	7	1	nt	O=S(=O)(O)c1cc2onnc2c2ccccc12
8	-2	-2.5	1	4	-3	-6	12	5	Nc1ccc(CNc2ncn[nH]2)cc1
5	-11	-0.7	0	6	0	5	4	-1	O=C(NCCCN1CCOCC1)c1onc(CSc2ccc(F)c(F)c2)c1C(=O)NCCCN1CCOCC1
-4	0	-0.2	1	4	3	5	0	3	COc1ccccc1CNC(=O)[C@H](C)NC(=O)C1CCN(C(=O)[C@@H](N)CCSC)CC1
-2	3	-2.8	-1	-1	-2	5	3	12	Cn1c(=O)c2c(nc(NCc3ccco3)n2Cc2ccc(Cl)cc2Cl)n(C)c1=O
-6	-2	-3.6	0	3	-2	3	0	-2	COc1ccc(NC(=O)CN2C(=O)C(C)Oc3ccccc32)c(OC)c1 (stereo not given)
11	8	0.6	0	-5	-2	6	17	-4	Cc1[nH]n(-c2ccccc2)c(=O)c1/C=N/NC(=O)COc1ccccc1[N+](=O)[O-]

Bioassay records as filed in PubChem.
